RAD52 inh: RAD52 DNA annealing inhibitors, primary screen, biochemical, FRET, single point, set 2; DNA repair protein RAD52 homolog (Homo sapiens), P43351; recombinant RAD52 DNA annealing, FRET fluorescence; inhibition, % at 18.7 µM; 360,000 compounds, 0.46% hits; AID 651710, 2012;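 active = every replicate showing at least 50% inhibition; inconclusive = mean inhibition at least 50% but not in every replicate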
Target sequence (P43351 whole entry, looked up): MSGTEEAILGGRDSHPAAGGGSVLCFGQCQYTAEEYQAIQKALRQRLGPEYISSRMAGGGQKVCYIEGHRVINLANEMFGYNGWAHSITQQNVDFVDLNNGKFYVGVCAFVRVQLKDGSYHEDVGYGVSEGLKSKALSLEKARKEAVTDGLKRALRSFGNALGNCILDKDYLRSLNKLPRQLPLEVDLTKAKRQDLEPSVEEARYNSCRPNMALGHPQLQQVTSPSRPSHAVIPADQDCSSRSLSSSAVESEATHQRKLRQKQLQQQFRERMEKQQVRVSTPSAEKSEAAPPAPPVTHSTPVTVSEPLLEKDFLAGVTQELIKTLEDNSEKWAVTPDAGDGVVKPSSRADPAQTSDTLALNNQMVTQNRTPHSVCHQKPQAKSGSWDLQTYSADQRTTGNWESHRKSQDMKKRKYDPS
RAD54 branch: inhibitors of human RAD54 branch migration, primary screen, biochemical, fluorescence, single point; RAD54 Holliday junction branch migration, FAM/BHQ fluorescence; DNA repair and recombination protein RAD54-like (Homo sapiens), Q92698; AID 602329, 2012; inhibition, % at 10.4 µM; 360,000 compounds, 0.14% hits;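 active = mean normalized replicate activity at least 40 and at least half of replicates scoring 40 or more; inconclusive = only one of the two criteria met; inactive = mean below 40 and under half of replicates reaching 40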;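 also: 0% = median of neutral control wells and 100% = median of positive control wells; inhibitors cause a drop in the FAM fluorescence signal; in these data hits start at about 50%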
S100A4 MyoIIA: inhibitors of S100A4-myosin IIA peptide binding, primary screen, biochemical, fluorescence polarization, TAMRA-MyoIIA peptide; Protein S100-A4 (Homo sapiens), P26447; inhibition, % at 10.7 µM; 360,000 compounds, 0.14% hits; AID 652163, 2013;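 active = mean inhibition of at least 70% across replicates, with every replicate also reaching that level; inconclusive = mean inhibition reaches 70% but some replicates fall short; inactive = mean inhibition below 70%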
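System – human S100A4 monomer protein, biochemical binding assay · Buffer or medium – Calcium-containing HEPES buffer, pH 7.2 · Timing – 5 min between mix addition and reading · Also added – TAMRA-labelled myosin IIA heavy-chain peptide probe, 5 nM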
esBAF inh: Bmi1 luciferase reporter increase in mESCs, primary screen, esBAF inhibitor project, mouse ES cells, Bmi1 luciferase knock-in, single point | 24 h; 100% = twice the neutral-well signal | reporter increase, % at 12.5 µM | 350,000 compounds, 2% hits | AID 602393, 2012; in the data active = activation above about 40%; inconclusive = no clear call, values can overlap the other calls;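 also: 0% = median of the plate's neutral control wells and 100% = double that signal; a rise in the Bmi1 reporter signal indicates esBAF inhibition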
E-sel inducer: E-selectin induction in HUVECs, primary screen, imaging, HUVEC, immunofluorescence imaging, single point; normalized: neutral wells 0, TNF-alpha wells 100; 260,000 compounds, 0.37% hits; P16581; activation, % at 7.58 µM;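 active = mean E-selectin-positive cell signal at least 10% of the positive control, reached in at least 60% of replicates, without over 20% cell loss; inconclusive = no rule given, readout overlaps actives, possibly toxicity-flagged; inactive = the rest, including those meeting only one limit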;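 also: in these data hits start at about 27%; measured in HUVEC primary endothelial cells; signal is the percent of cells scored E-selectin positive by PE staining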
Target sequence (P16581 whole entry, looked up): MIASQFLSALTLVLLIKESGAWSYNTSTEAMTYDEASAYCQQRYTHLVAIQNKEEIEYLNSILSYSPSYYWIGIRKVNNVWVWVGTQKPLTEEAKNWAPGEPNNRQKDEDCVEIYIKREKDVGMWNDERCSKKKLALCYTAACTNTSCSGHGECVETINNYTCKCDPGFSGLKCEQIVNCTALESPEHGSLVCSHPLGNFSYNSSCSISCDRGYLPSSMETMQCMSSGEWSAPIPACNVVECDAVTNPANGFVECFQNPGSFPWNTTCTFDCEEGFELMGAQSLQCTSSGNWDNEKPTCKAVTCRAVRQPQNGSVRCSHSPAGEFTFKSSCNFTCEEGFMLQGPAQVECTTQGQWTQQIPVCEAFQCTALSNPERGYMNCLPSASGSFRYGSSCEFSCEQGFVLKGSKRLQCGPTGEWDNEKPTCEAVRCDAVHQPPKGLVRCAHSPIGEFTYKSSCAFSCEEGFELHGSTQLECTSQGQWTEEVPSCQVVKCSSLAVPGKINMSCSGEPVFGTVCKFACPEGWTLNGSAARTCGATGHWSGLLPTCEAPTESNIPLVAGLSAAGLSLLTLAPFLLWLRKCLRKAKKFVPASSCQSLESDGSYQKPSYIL
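assay system = HUVEC, human umbilical vein endothelial cells | input = 3,000 HUVEC seeded per well | medium = EGM-2 growth medium on 0.1% gelatin-coated wells | dosing = one compound dose added by pin transfer | signal = immunofluorescence imaging | read-out basis = % PE-positive cells | control set = TNF-alpha, DMSO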
FN deposition inh: inhibitors of fibronectin matrix deposition, primary screen, AH1F cells, Alexa488-fibronectin fluorescence, plate reader; 350,000 compounds, 0.086% hits; AH1F fibroblasts, overnight; AID 743247, 2014; inhibition, % at 12.6 µM;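 active = mean inhibition across replicates of 30% or more, regardless of how many single replicates reach that level; inconclusive = mean under 30% yet at least half of replicates reach 30%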;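 also: positive control wells lacked labelled fibronectin entirely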
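Measured by – fluorescence 485/525 nm · System – AH1F fibroblast monolayer, labelled fibronectin deposition · Amount – 10000 cells per well · Buffer or medium – serum-reduced DMEM (2% serum) · Doses – single dose, pinned · Also added – fluorescent fibronectin at 24 nM final · Schedule – 1 h cell attachment, overnight exposure to compound and label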
EWS-Fli inh: EWS/Fli-driven NR0B1 reporter inhibitors, primary screen, A673 cells, NR0B1 luciferase, luminescence, MLPCN library. viability-normalised. inhibition, % at 12.6 µM. 350,000 compounds, 0.67% hits. AID 651661, 2012;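 active = mean inhibition of at least 50% after viability correction, with every replicate also passing that limit; inconclusive = mean reaches 50% but only one of two replicates passes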;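 also: firefly luciferase signal divided by Alamar Blue viability fluorescence both relative to DMSO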
XiGFP reactiv: activators of inactive X chromosome reactivation, primary screen, imaging, XiGFP fibroblasts, GFP high-content imaging, set 2; activation, % at 7.58 µM; 360,000 compounds, 0.055% hits; AID 743238, 2013; XiGFP mouse fibroblasts, % GFP-positive cells imaging, 3 d; cells co-treated with 5-aza-dC sensitizer; scaled so ellipticine positive control = 100%;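 active = mean normalized replicate activation at least 10% and every replicate at or above 10%; inconclusive = only one of the two criteria met; inactive = mean below 10% and not all replicates reach 10%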;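 also: 0% = median of on-plate neutral control wells and 100% = ellipticine 6 µM median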
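Material: SV40-immortalized XiGFP fibroblast cells, line 68-5-11 | Buffer or medium: DMEM containing 5-aza-dC | Dosing: One concentration, pinned | Times: 3 d treatment, 15 min room-temperature fixation | Controls: Ellipticine 6 µM positive control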
An asterisk follows results filed as active; ? = inconclusive; . = not tested or not shown.

# | mol | XiGFP reactiv | FN deposition inh | E-sel inducer | S100A4 MyoIIA
1 | COc1ccccc1NC(=O)Nc1ccc(-n2ccc(C(F)(F)F)n2)cc1 | 0.4 | 6 | . | -5
2 | Cc1cccc(NC(=O)CN2CCc3cc4c(cc3C2C)OCCCO4)c1 (stereo unspecified) | 0.1 | -1 | . | -3
3 | N#CC1=CN(Cc2ccccc2)C=C(/C=N/Nc2ccccc2)C1 | 0.0 | -16 | -0.6 | 3
4 | CCOC(=O)N1C2=NC(C(=O)OC)=C(C(=O)OC)[C@@H]3Nc4ccccc4[C@]23C[C@H]1C(=O)OC | 0.3 | 7 | 0.0 | -2
5 | COc1ccc(NC(=O)N(C)C[C@@H]2Oc3ccc(NS(=O)(=O)c4ccc(OC)cc4)cc3C(=O)N([C@H](C)CO)C[C@@H]2C)cc1 | -0.6 | . | -0.6 | 13
6 | CC(C)c1cc(Cn2c3ccccc3c(=O)n2C(C)Cn2cc(-c3ccccc3)nn2)on1 (stereo unspecified) | -0.1 | -2 | 0.1 | -7
7 | CCCN(CC1CC1)C(=O)CCc1nnc(CCc2c[nH]c3ccccc23)o1 | 0.0 | 10 | 2.4 | -2
8 | CN(C)c1cccc(C(=O)N2CCC(n3nccc3NC(=O)C3CCOC3)CC2)c1 (stereo unspecified) | 0.0 | -3 | . | 10
9 | Oc1ccccc1N1CCN(Cc2ncc(-c3ccccc3)o2)CC1 | 0.1 | -2 | 0.0 | -2
10 | Cc1cc(F)ccc1Oc1cc(NN2CCCCC2)c([N+](=O)[O-])cc1[N+](=O)[O-] | -0.2 | 9 | 0.1 | -5
11 | C[C@@H]1CN([C@H](C)CO)C(=O)c2cc(-c3cccc(C#N)c3)cnc2O[C@H]1CN(C)C(=O)c1cnccn1 | 0.5 | 5 | -0.6 | -3
12 | COc1ccc(CN(C)C[C@H]2OCCCC[C@@H](C)Oc3ccc(NC(=O)Nc4ccc(F)cc4)cc3C(=O)N([C@@H](C)CO)C[C@H]2C)cc1 | ? | . | 0.1 | -12

# | EWS-Fli inh | RAD54 branch | esBAF inh | RAD52 inh
1 | -87 | 1 | . | -6
2 | 10 | -8 | 4 | -8
3 | -8 | . | . | -11
4 | -1 | 2 | -3 | -8
5 | 4 | -5 | -6 | 3
6 | -7 | . | . | 1
7 | 30 | . | . | -14
8 | . | 11 | -3 | 1
9 | 9 | -17 | 0 | -4
10 | 6 | 2 | 4 | -14
11 | -1 | 1 | -2 | 5
12 | -11 | -1 | 4 | 7

# | mol | XiGFP reactiv | FN deposition inh | E-sel inducer | S100A4 MyoIIA
13 | C[C@H](CO)N1C[C@H](C)[C@H](CN(C)S(=O)(=O)c2ccc(F)cc2)Oc2c(NC(=O)Nc3ccccc3)cccc2C1=O | 0.5 | . | 0.4 | 2
14 | CCCC1(C)C(C#N)C(=O)NC(=O)C1C#N (stereo unspecified) | -0.1 | -2 | -0.1 | 6
15 | C[C@@H]1CN([C@@H](C)CO)C(=O)c2cccc(NS(=O)(=O)c3ccccc3)c2O[C@H]1CN(C)S(=O)(=O)c1cccs1 | -0.8 | . | 0.0 | 38
16 | COc1cccc(C(=O)NNC(=O)C(=O)Nc2cccc3ccccc23)c1 | 0.4 | 3 | 23 | -3
17 | C[C@@H](O)C#Cc1ccc([C@H]2[C@H](CO)N3CCCCN(C(=O)c4ccc(F)cc4)C[C@@H]23)cc1 | 0.0 | . | 0.1 | 15
18 | CCc1nc(N2[C@@H](C#N)[C@@H](c3ccccc3-c3ccc(F)cc3)[C@@H]2CO)sc1C | 0.0 | -3 | -0.2 | 2
19 | COC(=O)C1CCN(C(=O)c2ccc3nc(-c4cccc(OC)c4)oc3c2)CC1 | 0.3 | 10 | -0.5 | 6
20 | C(=C\c1ccccc1)/CN1CCN(C(c2cccs2)c2nnnn2-c2ccc3c(c2)OCCO3)CC1 (stereo unspecified) | -0.1 | . | . | 27
21 | CSCCC(NC(=O)c1ccco1)C(=O)NCCc1ccc(F)cc1 (stereo unspecified) | 0.4 | 1 | . | -13
22 | Cc1ccccc1N(C)S(=O)(=O)c1nnc(NC(=O)c2ccccc2F)s1 | 0.1 | 0 | . | -6
23 | O=[N+]([O-])c1cccc(-c2ccc(C(=S)N3CCN(c4ccc(F)cc4)CC3)o2)c1 | 0.0 | 4 | . | -1
24 | CN(C)CCNc1cc(-c2ccncc2)nc2ccccc12 | 0.0 | 1 | . | -5

# | EWS-Fli inh | RAD54 branch | esBAF inh | RAD52 inh
13 | 5 | -4 | -1 | -8
14 | -6 | -6 | -1 | -5
15 | -8 | . | -1 | 8
16 | 9 | 0 | -5 | -5
17 | -3 | 0 | . | 19
18 | 5 | . | . | -4
19 | -47 | -2 | . | -5
20 | 10 | 1 | -3 | -16
21 | 3 | -6 | 2 | 0
22 | 2 | -3 | -2 | -9
23 | -18 | 5 | -2 | -22
24 | 5 | 57* | 1 | 80*

The closing 3 compounds of the part above are carried over, then new ones follow.
# | mol | XiGFP reactiv | FN deposition inh | E-sel inducer | S100A4 MyoIIA
22 | Cc1ccccc1N(C)S(=O)(=O)c1nnc(NC(=O)c2ccccc2F)s1 | 0.1 | 0 | . | -6
23 | O=[N+]([O-])c1cccc(-c2ccc(C(=S)N3CCN(c4ccc(F)cc4)CC3)o2)c1 | 0.0 | 4 | . | -1
24 | CN(C)CCNc1cc(-c2ccncc2)nc2ccccc12 | 0.0 | 1 | . | -5
25 | CCSC1=C(C#N)C(c2cccc(Br)c2)CC(=O)N1 (stereo unspecified) | . | . | . | -2
26 | CC(C)N(C(=O)Cn1cc(S(=O)(=O)CC(=O)NC2CCCCC2)c2ccccc21)C(C)C | 0.0 | -4 | -6.2 | -12
27 | O=C1C=CC(=O)N1c1ccc(O)cc1 | 5.1 | 6 | . | -4
28 | COc1ccc(S(=O)(=O)N2CCCC(C(=O)NCC3CCCO3)C2)cc1Cl (stereo unspecified) | 0.3 | -7 | -0.1 | 0
29 | Cc1ccccc1NC(=O)c1ccc(C)c(S(=O)(=O)Nc2cccnc2)c1 | 0.1 | 3 | . | 2
30 | Cc1ccc2nc(N(CCCN(C)C)C(=O)CS(=O)(=O)c3ccccc3)sc2c1 | -0.1 | -4 | . | -14
31 | O=C(CCc1ccccc1)N/N=C\c1cc2c(cc1Br)OCO2 | -0.1 | . | 1.2 | 0
32 | CC1CCC/C(=C\Nc2ccc(C(=O)O)cc2)C1=O (stereo unspecified) | 0.0 | 0 | . | -6
33 | Cc1nc2nc(-c3ccccc3)nn2c(C)c1C | 0.4 | 0 | 0.1 | 1
34 | Oc1ccc(-n2nnnc2SCc2c(F)cccc2Cl)cc1 | 0.1 | 8 | 0.2 | 5
35 | CN(CC(=O)Nc1ccccc1Cl)C(=O)COC(=O)C1=COCCO1 | 0.0 | -5 | -0.4 | -2
36 | COc1ccc(C(=O)C(C)OC(=O)CCN2C(=O)C3CC=CCC3C2=O)cc1 (stereo unspecified) | -0.1 | -4 | -2.4 | -4

# | EWS-Fli inh | RAD54 branch | esBAF inh | RAD52 inh
22 | 2 | -3 | -2 | -9
23 | -18 | 5 | -2 | -22
24 | 5 | 57* | 1 | 80*
25 | 10 | -11 | 1 | -13
26 | 7 | . | . | 1
27 | -4 | . | . | -10
28 | 6 | 0 | 0 | -11
29 | 0 | 6 | -10 | -10
30 | 10 | 3 | -23 | 13
31 | 6 | -6 | . | -6
32 | -52 | . | . | -24
33 | -61 | . | 37 | -9
34 | 6 | 1 | -6 | -13
35 | -10 | 6 | 0 | 3
36 | -7 | 2 | 2 | -9

# | mol | XiGFP reactiv | FN deposition inh | E-sel inducer | S100A4 MyoIIA
37 | C[C@@H]1CN([C@H](C)CO)C(=O)c2cc(NC(=O)Nc3ccc(C(F)(F)F)cc3)ccc2O[C@@H](C)CCCCO[C@H]1CN(C)S(=O)(=O)c1ccc(Cl)cc1 | 0.2 | 14 | 1.1 | .
38 | COc1ccc(S(=O)(=O)N2CC3(CN(C(=O)CN(C)C)[C@H](CO)c4c3c3ccc(OC)cc3n4C)C2)cc1 | 0.1 | 2 | 0.3 | 2
39 | CCOC(=O)c1ccc(NS(=O)(=O)c2c(C)nc3sccn3c2=O)cc1 | 0.1 | -1 | 2.0 | 2
40 | COc1ccc(C2/C=C\CN(CC(C)C)CC(=O)N2Cc2cccc(F)c2)cc1 (stereo unspecified) | -0.2 | 6 | 0.4 | -2
41 | C[N+](C)(CC#Cc1ccccc1)CC(=O)c1ccc(Cl)cc1 | 0.1 | -2 | . | -3
42 | CCOC(=O)c1c(C)c(C(=O)Nc2cc(F)ccc2F)c(C)n1C | -0.1 | 1 | . | -1
43 | COc1ccc(OC)c2[nH]c(=O)c(CCNC(=O)C(C)(C)C)cc12 | 0.0 | 1 | 0.2 | -3
44 | O=C(COc1ccc2ccccc2c1)NCC1CCCO1 (stereo unspecified) | -0.1 | -1 | . | -8
45 | COc1cc(/C=N/n2cnc3scc(-c4cccs4)c3c2=O)cc(OC)c1OC | 0.1 | 11 | . | 1
46 | C[C@@H]1CCCCO[C@@H](CN(C)C(=O)Nc2ccc(C(F)(F)F)cc2)[C@@H](C)CN([C@H](C)CO)C(=O)c2cc(NC(=O)Nc3ccc4c(c3)OCO4)ccc2O1 | 0.2 | 13 | 0.3 | -1
47 | O=C(c1ccccc1)c1ccc(OCC(O)CN2CCCC2)cc1 (stereo unspecified) | -0.5 | -5 | . | -3
48 | CCc1ccc(NC(=O)NNC(=O)c2ccc3ccccc3c2O)cc1 | 0.4 | 2 | . | -8
49 | Cc1ccc(/C=N/N2CCN(Cc3ccc(C)cc3)CC2)cc1 | 0.1 | 7 | . | -11

# | EWS-Fli inh | RAD54 branch | esBAF inh | RAD52 inh
37 | -10 | 11 | 0 | .
38 | -2 | . | . | -23
39 | -10 | -2 | -3 | -42
40 | 5 | -7 | -2 | -74
41 | 5 | . | . | -7
42 | 19 | . | . | -8
43 | -4 | -2 | -3 | -4
44 | -29 | . | 3 | -8
45 | 49 | . | . | -8
46 | -10 | . | . | -4
47 | -30 | 5 | 9 | -20
48 | 2 | 2 | -9 | -9
49 | -8 | 1 | . | -2
